# West Nile antiviral = inhibition of WNV-induced cytopathic effect – cell-based, CPE readout (AID 1621); hit rate 0.02% among 290,000; West Nile virus-infected cells, CPE inhibition; higher % means a stronger effect; one-dose CPE inhibition, % at 10 µM; IC50 in µM for titrated hits; in the data active = a potency from the dose series; note: strong numbers were not always called active
# Salmonella PhoP GFP = PhoP-dependent GFP reporter repression – Salmonella Typhimurium, primary screen (AID 1863). S. Typhimurium PhoP-regulated promoter GFP reporter, 4 h; higher % means a stronger effect. inhibition, % at 50 µM, or IC50 in µM where a hit was titrated. hit rate 0.16% among 300,000;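 active = inhibition over 29.93%, a cutoff 3 SD above the screen mean, later confirmed by dose response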;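 note: 0% = low Mg2+ inducing control and 100% = high Mg2+ repressing control; strong numbers were not always called active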
# SV40 large T antigen = TAg ATPase/helicase activity blockers – biochemical (AID 1903); SV40 large T antigen ATPase/helicase inhibition assay; higher % means a stronger effect; inhibition, % at 20 µM, or IC50 in µM where a hit was titrated; hit rate 0.39% among 310,000; in the data active = a potency from the dose series; note: strong numbers were not always called active
# T cell modulator = modulates CD8 T cell binding to vesicles | 2C CD8+ T cell-vesicle binding, flow cytometry; active compounds read low | calls only at 7 µM | hit rate 0.068% among 330,000;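 active = response, share of CD8 T cells binding vesicles, and their 90th percentile fluorescence all below set limits, cut at about 80% in these data, passing the limit was not always enough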
#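 Benchmarks: naked versus QL9-loaded vesicles / Assay system: purified 2C TCR transgenic mouse naive CD8+ T cells / Technique: high-throughput flow cytometry with anti-B7-1 and anti-CD8 staining / Timing: Cell–vesicle co-incubation 1.5 h at 37 °C, staining 20 min on ice / Read-out: percent CD8+ FL2 mean versus row control / Probe or stimulus: QL9-loaded Drosophila micro-vesicles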
# RSV antiviral HEp-2 = RSV antiviral activity via CPE protection, HEp-2 cells, primary 10 µM value included (AID 2391); HEp-2 cells, RSV-induced CPE inhibition; higher % means a stronger effect; CPE inhibition, % at 10 µM; hits with a dose series show IC50 in µM; hit rate 0.13% among 310,000; in the data active = a potency from the dose series; note: strong numbers were not always called active
# K1F lysis inhibition = inhibition of K1F phage lysis, E. coli UTI89, bacterial capsule biogenesis inhibitors, alamar blue (AID 488966); E. coli UTI89 K1F phage lysis, alamar blue, 2 h; higher % means a stronger effect; inhibition, % at 100 µM, or IC50 in µM where a hit was titrated; hit rate 0.02% among 340,000;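 active = phage lysis inhibition, versus mean bacterial control, above a set limit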;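 note: capsule biogenesis inhibitors block K1F phage lysis so surviving cells raise fluorescence; higher fluorescence means more inhibition of phage lysis; actives were called in the ten point dose series up to 300 µM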
# MgcRacGAP inhibition = MgcRacGAP GTPase-activating activity inhibitors, confirmation, biochemical, ADP Hunter fluorescence; MgcRacGAP-stimulated Rac1 GTP hydrolysis, ADP Hunter fluorescence; higher % means a stronger effect; GST-tagged Rac1 F28L mutant substrate; inhibition, % at 30 µM; hits with a dose series show IC50 in µM; hit rate 0.6% among 340,000; AID 624330;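 active = first-screen hits whose inhibition reached a set limit at any dose in the follow-up dose series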;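 note: fluorescence reports GDP produced by GAP-driven GTP hydrolysis; strong numbers were not always called active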
# NTR1 agonist = agonists of NTR1, primary screen, imaging, U2OS cells, beta-arrestin-GFP, high content (AID 493036); P30989; NTR1-U2OS beta-arrestin-GFP spot imaging, agonist mode; activation, % at 20 µM; hit rate 0.17% among 330,000;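 active = activation at or above 40% of the spot to cytoplasm intensity ratio, with at least 20 cells analyzed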;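 note: 0% = DMSO without peptide and 100% = 100 nM NTR1 peptide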
# Target sequence (P30989 whole entry, looked up): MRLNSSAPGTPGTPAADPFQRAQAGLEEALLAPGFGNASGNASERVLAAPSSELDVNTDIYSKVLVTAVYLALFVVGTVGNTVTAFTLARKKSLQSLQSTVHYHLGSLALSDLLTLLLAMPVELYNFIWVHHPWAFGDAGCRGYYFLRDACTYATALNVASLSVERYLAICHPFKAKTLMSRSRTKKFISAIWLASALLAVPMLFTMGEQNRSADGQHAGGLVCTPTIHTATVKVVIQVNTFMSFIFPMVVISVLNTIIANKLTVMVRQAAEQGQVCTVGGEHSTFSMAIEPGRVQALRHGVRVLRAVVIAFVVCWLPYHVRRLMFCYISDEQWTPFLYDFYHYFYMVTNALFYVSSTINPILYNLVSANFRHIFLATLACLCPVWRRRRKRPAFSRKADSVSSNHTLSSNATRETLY
# Dengue-2 NS5 capping = flavivirus cap methylation enzyme inhibition – biochemical, confirmation dose response, primary screen (AID 588689); hit rate 0.3% among 340,000; Dengue-2 NS5 methyltransferase capping enzyme assay, biochemical; higher % means a stronger effect; one-dose inhibition, % at 25 µM; IC50 in µM for titrated hits; in the data active = a potency from the dose series
# T cell modulator vesicle-bound % = second read-out of T cell modulator, no call of its own (marks repeat the call); double positive events, %; measured here: CD8+ vesicle-bound cell fraction;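 binding gate set so that unloaded-vesicle control wells show 10% double positive cells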
# NTR1 agonist cell count 20 µM = recorded beside NTR1 agonist, whose call it bears; cell count; measured here: cell count, cytotoxicity flag
# Dengue-2 NS5 capping pilot replicate = further read-out of Dengue-2 NS5 capping, marked with its call; inhibition, %; measured here: pilot screen replicate inhibition
# Numbers without * were called inactive; i = inactive; · = not tested or not shown; [ ] = another dose, or the depositor's remark. Outcome played no part in choosing rows; 1.5% or so of the library scored in one or more.
SMILES,West Nile antiviral,Salmonella PhoP GFP,SV40 large T antigen,T cell modulator,T cell modulator vesicle-bound %,RSV antiviral HEp-2,K1F lysis inhibition,MgcRacGAP inhibition,NTR1 agonist,NTR1 agonist cell count 20 µM,Dengue-2 NS5 capping,others
Cc1ccc(S(=O)(=O)NCCCC(=O)O)cc1,0.6%,-2%,9%,i,44,2.6%,-0.3%,8%,0.6,94,2%,
C#CC[N+](C)(C)CC#Cc1ccc(C)cc1,-0.9%,-2%,4%,i,7,6.7%,0.9%,2%,0.6,40,-10%,
CCN(CC)C(=O)Cn1cc(S(=O)(=O)CC(=O)NC2CCCCC2)c2ccccc21,-0.4%,0%,11%,i,30,0.2%,-0.1%,-9%,0.6,47,-2%,
COc1cc(NS(=O)(=O)c2ccc(NC(C)=O)cc2)ncn1,1.1%,11%,5%,i,40,-0.8%,5.0%,1%,2.2,79,0%,
Cc1ccc(NC(=O)COC(=O)C(NS(=O)(=O)c2ccc(Cl)cc2)C(C)O)cc1C (centres undefined),0.5%,-7%,5%,i,49,1.6%,3.0%,0%,0.1,34,-5%,
CC(NC(=O)CN(C)CC(=O)Nc1ccc(Cl)cc1)c1ccc(F)cc1 (centres undefined),·,·,·,i,7,·,-0.8%[50 µM],-6%,0.0,64,-5%,
CCCNC(=O)c1nnsc1S(=O)(=O)c1ccc(Cl)cc1,-1.6%,-3%,12%,·,·,·,-4.3%,-1%,0.8,90,-65%,
CC(C)N(C(=O)COC(=O)c1cccc(C(=O)OCC(=O)N(C(C)C)C(C)C)n1)C(C)C,0.1%,9%,7%,i,34,-0.6%,·,·,2.3,25,·,
CC(C)(C)NC(=O)NC(=O)COC(=O)c1ccc(OC(F)(F)F)cc1,-0.3%,-5%,7%,i,14,1.3%,3.9%[50 µM],5%,0.1,44,2%,
COc1ccc(OC)c(NC(=O)c2[nH]c(C)c(C(C)=O)c2C)c1,1.8%,-10%,9%,i,34,2.4%,0.2%,5%,3.3,86,-1%,
CCOC(=O)C1=C(N)Oc2cc(C)[nH]c(=O)c2C1c1ccncc1 (centres undefined),0.1%,3%,11%,i,11,0.6%,0.2%,12%,-0.3,38,-2%,
CCOc1ccc(N=C(/C(C(=O)C(=O)N2CCOCC2)=C(/O)c2ccccc2)c2ccccc2)cc1,-0.3%,-1%,4%,i,16,-0.1%,-0.1%,6%,-0.5,54,-13%,
Cc1cccc(N2CCN(C(=O)C3CCC(=O)N(C4CC4)C3)CC2)c1C (centres undefined),-0.3%,1%,12%,i,18,-0.3%,0.3%,9%,0.8,50,0%,
Cc1ccc(C)c(-n2c(Cc3cc(=O)[nH]c(=O)[nH]3)nnc2SCC(=O)NCc2ccco2)c1,·,·,·,i,23,-0.1%,0.7%,8%,-1.1,62,-1%,
CC(=O)Nc1nnc(SCC(=O)Nc2ccc3c(c2)OCCO3)s1,-0.2%,8%,25%,i,43,1.2%,-0.1%,10%,-0.3,70,1%,

# Structural class, the entries above with an NH in an aromatic ring.
SMILES,West Nile antiviral,Salmonella PhoP GFP,SV40 large T antigen,T cell modulator,T cell modulator vesicle-bound %,RSV antiviral HEp-2,K1F lysis inhibition,MgcRacGAP inhibition,NTR1 agonist,NTR1 agonist cell count 20 µM,Dengue-2 NS5 capping,others
COc1ccc(OC)c(NC(=O)c2[nH]c(C)c(C(C)=O)c2C)c1,1.8%,-10%,9%,i,34,2.4%,0.2%,5%,3.3,86,-1%,
CCOC(=O)C1=C(N)Oc2cc(C)[nH]c(=O)c2C1c1ccncc1 (centres undefined),0.1%,3%,11%,i,11,0.6%,0.2%,12%,-0.3,38,-2%,
Cc1ccc(C)c(-n2c(Cc3cc(=O)[nH]c(=O)[nH]3)nnc2SCC(=O)NCc2ccco2)c1,·,·,·,i,23,-0.1%,0.7%,8%,-1.1,62,-1%,

# Following part.
SMILES,West Nile antiviral,Salmonella PhoP GFP,SV40 large T antigen,T cell modulator,T cell modulator vesicle-bound %,RSV antiviral HEp-2,K1F lysis inhibition,MgcRacGAP inhibition,NTR1 agonist,NTR1 agonist cell count 20 µM,Dengue-2 NS5 capping,others
O=C(O)CC1(CC(=O)Nc2cc(F)ccc2Cl)CCCCC1,0.7%,-6%,10%,i,36,-1.0%,-1.4%,3%,-0.1,50,-7%,
CC1(C)CC(=O)C(C(c2ccc(F)cc2)C2C(=O)CC(C)(C)CC2=O)C(=O)C1,-0.3%,-9%,9%,i,20,1.1%,-4.3%,-3%,3.3,34,-1%,
COc1ccc(CCNC(=O)C2CCN(C(=O)c3cccs3)CC2)cc1,-0.9%,-10%,11%,i,18,0.7%,-0.1%,5%,-0.9,48,-6%,
C=CCSc1nc(N)c(C(=O)Nc2ccccc2)cc1C#N,-0.2%,7%,·,i,18,4.8%,-0.7%,-5%,3.6,71,5%,
N/C(=N\OC(=O)CCCOc1ccccc1)c1ccccc1,-0.3%,-11%,3%,i,57,0.5%,0.2%,11%,-1.0,80,-2%,
CS(=O)(=O)C1=C(O)C(=O)N(CCCC(=O)O)C1c1ccccc1F (centres undefined),0.5%,-6%,-1%,i,32,1.2%,-0.1%,-1%,-2.0,104,-8%,
CC1C(=O)CC(c2ccccc2)N(C)C1c1ccccc1 (centres undefined),-0.3%,8%,5%,i,41,1.0%,0.0%,-2%,-1.0,55,-3%,
CS(=O)(=O)Nc1ccc(S(=O)(=O)NCCc2ccccc2)cc1,-0.7%,-10%,5%,i,58,2.7%,4.3%,2%,-0.3,78,-10%,
COc1ccc(CNC(=O)CCCN2C(=O)c3ccccc3C2=O)cc1,-0.2%,6%,1%,i,55,1.1%,0.2%,3%,-0.8,92,-4%,
OCCNc1ncnc2ccc(Br)cc12,-0.2%,10%,28%,i,17,3.1%,0.8%,16%,-1.2,53,-8%,
N#CN/C(=N\S(=O)(=O)c1ccccc1)c1ccccc1,-0.4%,-2%,26%,i,61,1.9%,0.1%,11%,1.2,63,-1%,
Cc1c(NC(=O)C2CCCO2)cccc1[N+](=O)[O-] (centres undefined),0.2%,-13%,7%,i,5,1.0%,0.1%,6%,1.1,76,3%,
COc1cc(CNC2CCCCC2OC)cc(OC)c1OC (centres undefined),-0.2%,-5%,10%,i,60,0.7%,-0.4%,22%,-1.8,93,-5%,
COc1ccc(CCNC(=O)c2cc(S(=O)(=O)N3CCC4(CC3)OCCO4)ccc2F)cc1OC,-0.3%,6%,12%,i,9,18%,-0.7%,3%,-0.1,51,-5%,
COc1ccc(-n2c(SCC(=O)NCC3CCCO3)nc3c([nH]c4ccccc43)c2=O)cc1 (centres undefined),-0.8%,3%,-4%,i,34,3.3%,-0.2%,2%,0.4,54,-5%,
CC12CN3CC(C)(CN(C1)C3c1ccc(F)cc1)C2 (centres undefined),-0.2%,9%,6%,i,55,1.1%,2.1%[50 µM],-9%,-0.3,60,-4%,
Cc1ccc(N2C(=O)[C@@H]3Cc4ccccc4CN3C2=O)cc1,0.0%,-23%,5%,i,41,-0.5%,0.1%,5%,0.4,73,9%,Dengue-2 NS5 capping pilot replicate=0.0
COc1ccc(-c2nc(N)n(C(C)=O)n2)cc1,0.3%,-2%,-6%,i,24,2.1%,1.5%,3%,-0.3,39,-3%,
COc1ccc(NC(=O)N[C@@H](Cc2ccccc2)C(=O)NN)cc1,0.2%,-4%,-1%,i,37,-0.7%,1.1%,8%,1.6,54,-18%,
CCOC(=O)C(CC)n1nc(C)n2c(cc3sccc32)c1=O (centres undefined),-0.1%,·,9%,i,51,2.5%,1.9%,5%,2.7,60,-2%,
COc1ccc(-c2ccc(=O)n(Cc3ccc([N+](=O)[O-])cc3)n2)cc1,0.1%,2%,9%,i,28,14%,0.3%,13%,-0.4,73,-3%,
CC(=O)c1ccc(OCc2ccc(C(=O)c3ccccc3)cc2)cc1,-1.5%,-7%,5%,i,31,-2.8%,0.5%,6%,1.1,54,0%,
CCOC(=O)C1CCCN(Cc2c(F)cccc2Cl)C1 (centres undefined),-0.1%,8%,-1%,i,11,0.6%,6.7%,16%,2.0,72,-3%,
Cc1ccc(S(=O)(=O)NCCC(=O)N2CCCCCCC2)cc1,·,10%,16%,i,39,2.0%,0.5%[50 µM],0%,0.3,53,1%,
COc1ccc(CO/N=C/c2c(C)[nH]c(=O)[nH]c2=O)cc1,0.5%,4%,2%,i,29,1.9%,1.7%,13%,-0.5,43,-1%,
CN(C)S(=O)(=O)N1CCN(CC(=O)Nc2ccc(F)cc2)CC1,-0.4%,-2%,3%,i,61,0.9%,-1.4%,12%,0.3,60,11%,
Cc1ccc(-c2nnc(-c3ccccc3)c(N3CCOCC3)n2)cc1,-0.8%,-3%,25%,i,22,9.1%,-0.1%,6%,8.7,81,-6%,
COC(=O)c1ccc2c(=O)n(CCN3CCOCC3)c(SCC(=O)Nc3ccccc3Cl)nc2c1,-0.8%,0%,29%,i,36,2.9%,-0.1%,10%,0.0,63,6%,
COc1ccc(-n2c(CN3CCC(C)CC3)nc3ccc([N+](=O)[O-])cc3c2=O)c(OC)c1,0.1%,-11%,18%,i,30,0.9%,-0.2%,7%,0.8,58,2%,
O=C(Nc1ccc(N2CCCCCC2)cc1)c1ccc[nH]1,·,·,·,i,36,·,0.6%[50 µM],34µM*,-2.5,55,-10%,
c1ccc(CSc2nnc3c4ccccc4c4ccccc4c3n2)cc1,0.3%,-6%,22%,i,56,1.9%,·,·,3.0,90,·,
c1coc(C2=Nc3cccc4cccc(c34)N2)c1,0.1%,17%,5%,i,60,0.7%,0.2%,15%,-0.2,57,13%,
COc1nc(N(C)C)nc(N(C#N)CCOC(C)=O)n1,1.0%,-4%,24%,i,59,-1.2%,0.1%,1%,0.8,46,-4%,
CC(=O)c1ccc(S(=O)(=O)Nc2cccc(-c3ccc(N4CCOCC4)nn3)c2)cc1,·,1%,6%,i,40,4.9%,0.2%[50 µM],-1%,-0.7,66,-10%,
CN1CCN(CCc2cn3ncc(C#N)c3nc2-c2ccc(F)cc2)CC1,-0.2%,10%,1%,i,10,-1.2%,0.0%,-2%,0.2,65,-2%,
CCOc1c2ccc(C(=O)NCCCCc3ccccc3)cc2nn1CC,-0.3%,4%,-2%,i,31,0.5%,-0.2%,9%,2.7,89,1%,
COc1cc(SC)ccc1C(=O)OCC(=O)NCCC1=CCCCC1,·,-5%,13%,i,35,-1.4%,0.4%[50 µM],-6%,2.0,45,-10%,
CCN(CC)C(=O)[C@H]1C[C@H](CC(=O)NCCCn2ccnc2)C(=O)N2CCc3c([nH]c4ccc(Cl)cc34)[C@]12C,·,·,·,·,·,·,0.1%,12%,1.4,52,-3%,
CCNc1ccc(C(=O)OC(C(=O)NC(N)=O)C(C)C)cc1[N+](=O)[O-] (centres undefined),-0.3%,2%,6%,i,24,7.2%,-0.4%,-12%,-0.4,59,-6%,

# High-throughput results from PubChem.
